# Source: PubChem (several laboratories)
# M1AAP inhibition: P. falciparum M1AAP inhibitors, biochemical, fluorogenic H-Leu-NHMec substrate, 1536-well (AID 1445); inhibition, % at 30 µM, or IC50 in µM where a hit was titrated; hit rate 0.42% among 220,000; recombinant M1AAP, H-Leu-NHMec fluorogenic kinetic assay; higher % means a stronger effect;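 active = primary inhibition above the hit cutoff, then over 50% inhibition at one or more dose response concentrations, cut at about 23% in these data, passing the limit was not always enough; inconclusive = conflicting primary data, or primary hits not chosen for dose response; inactive = low primary inhibition, or under 50% at every dose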;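 also: plate controls were DMSO full reaction for no effect and no enzyme background for full effect; strong numbers were not always called active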
# XIAP displacement: XIAP antagonists, biochemical, IAP family, fluorescence polarization (AID 1018) | displacement, % at 20 µM, or IC50 in µM where a hit was titrated | hit rate 0.007% among 200,000 | XIAP BIR domain, fluorescence polarization peptide displacement; higher % means a stronger effect; in the data active = displacement above about 50%; also: a part of the inactive calls stands beside numbers as strong as those of hits
# P. falciparum M17LAP: P. falciparum M17LAP inhibitors, primary screen, biochemical, fluorogenic H-Leu-NHMec substrate, 1536-well (AID 1619); recombinant M17LAP, H-Leu-NHMec fluorogenic kinetic assay; higher % means a stronger effect; one-dose inhibition, % at 30 µM; IC50 in µM for titrated hits; hit rate 0.38% among 220,000;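 active = compound inhibiting the enzyme by more than half at any dose during confirmatory dose-response retesting; inconclusive = strong single-dose inhibitors picked by rank but not retested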;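 also: plate controls were full reaction with DMSO carrier for no effect and no enzyme background for full effect; strong numbers were not always called active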
# Yfh1-depleted yeast: mitochondrial function rescue without frataxin homolog – Friedreich's ataxia, plus single-dose screen, dose response (AID 1465); S. cerevisiae Yfh1-off respiration, WST-1 reduction, 72 h; higher fold induction means a stronger effect; one-dose fold induction at 50 µM; EC50 in µM for titrated hits; hit rate 0.074% among 220,000;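 active = fold induction of absorbance versus untreated yeast above a set limit, then at least 30% activation at any dose in follow-up; inconclusive = repeats straddling the limit, or above it without dose testing; inactive = fold induction below the set limit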;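 also: activators that raise dye reduction in frataxin-depleted yeast; strong numbers were not always called active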
# PhoP inhibition: PhoP-dependent GFP reporter repression – Salmonella Typhimurium, primary screen (AID 1863). hit rate 0.16% among 300,000. inhibition, % at 50 µM, or IC50 in µM where a hit was titrated. S. Typhimurium PhoP-regulated promoter GFP reporter, 4 h; higher % means a stronger effect;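 active = inhibition over 29.93%, a cutoff 3 SD above the screen mean, later confirmed by dose response; inconclusive = inhibition over 29.93% but no dose response follow-up; inactive = inhibition at most 29.93% or unconfirmed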;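 also: 0% = low Mg2+ inducing control and 100% = high Mg2+ repressing control; strong numbers were not always called active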
# CSM14.1 death rescue: protection against thapsigargin-triggered cell killing – 384-well, CSM14.1, ATP luminescence, primary screen (AID 1222); CSM14.1 thapsigargin-induced death rescue, ATP luminescence; higher % means a stronger effect; one-dose cellular ATP content (survival), % at 20 µM; EC50 in µM for titrated hits; 190,000 tested, under 10 active;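 active = EC50 below 50 µM in the dose-response confirmation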;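 also: death triggered by thapsigargin at about 15 µM added after 2 h compound pretreatment; cell ATP read after overnight thapsigargin exposure of roughly 18 to 22 hours; normalized against plate controls of thapsigargin alone and 5% DMSO vehicle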
# Siah-1 displacement: blockers of Siah-1 interaction with plectin peptide – biochemical, fluorescence polarization, rhodamine-plectin, uHTS, primary screen (AID 1817); Siah-1 / rhodamine-plectin peptide fluorescence polarization; higher % means a stronger effect; displacement, % at 20 µM, or IC50 in µM where a hit was titrated; hit rate 0.02% among 290,000;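 active = displacement of at least 50% at 20 µM, with a fluorescence ratio check between 0.3 and a set limit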;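 also: plate controls were Siah plus tracer with DMSO for no effect and tracer alone without Siah for full effect; strong numbers were not always called active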
# West Nile antiviral: West Nile virus antiviral activity, cell-based, CPE readout (AID 1621); hit rate 0.02% among 290,000; West Nile virus-infected cells, CPE inhibition; higher % means a stronger effect; CPE inhibition, % at 10 µM, or IC50 in µM where a hit was titrated; in the data active = a potency from the dose series; inconclusive = CPE inhibition mostly from about 3.7% at the one dose, without a potency; inactive = the rest, 99 in 100 with CPE inhibition below about 2.2%; also: strong numbers were not always called active
# PMI inhibition: human PMI inhibitors, high substrate, primary screen, biochemical, fluorescence intensity, high mannose 6-phosphate (AID 1220) | inhibition, % at 20 µM; hits with a dose series show IC50 in µM | hit rate 0.66% among 190,000 | recombinant PMI enzyme, coupled fluorescence intensity; higher % means a stronger effect; in the data active = inhibition above about 50%
# * marks the source's active call; other numbers are inactive results; i = inactive; ? = inconclusive; / = no result given. Outcome played no part in choosing rows (roughly 1.6% active in at least one column).
mol	M1AAP inhibition	XIAP displacement	P. falciparum M17LAP	Yfh1-depleted yeast	PhoP inhibition	CSM14.1 death rescue	Siah-1 displacement	West Nile antiviral	PMI inhibition
O=C(Nc1ccc2c(c1)OCCO2)C1CCCN(S(=O)(=O)c2cccs2)C1 (stereo unspecified)	4.5%	-3.8%	-0.2%	i	-9.3%	-2.9%	-0.9%	0.0%	-0.3%
Cc1cc(N/N=C/c2cccc(Cl)c2)nc(NCc2ccccc2)n1	3.0%	-9.8%	0.7%	i	30.5%	-0.3%	4.0%	2.1%	7.5%
O=C1OCCN1C(=O)[C@H]1[C@H](c2ccc([N+](=O)[O-])cc2)C(c2cccc(Cl)c2)=NN1c1ccccc1	-3.0%	-11.6%	1.1%	i	1.3%	-4.9%	2.3%	-0.6%	21.1%
CCOC(=O)c1c(C)n(C)c2ccc(OCC(O)Cn3nc(C)cc3C)cc12 (stereo unspecified)	5.2%	-7.8%	-3.5%	i	-9.4%	-2.1%	9.5%	-0.1%	7.0%
Cc1cnc(C(=O)Nc2ccccc2F)cn1	0.5%	-11.1%	7.7%	i	6.3%	1.0%	-5.1%	0.0%	13.4%
COC(=O)c1cccc(C23CC4(C2)[C@H](CN(Cc2ccc(C(F)(F)F)cc2)[C@@H]4c2ccccc2)C3c2ccccc2)c1 (stereo partly specified)	3.6%	/	2.3%	i	-7.2%	/	-6.9%	-0.1%	/
O=C(/C=C\Nc1ccc(Cl)cn1)c1ccc(Br)cc1	6.0%	-2.7%	1.2%	i	-7.2%	-0.3%	1.4%	-0.2%	-10.0%
c1ccc2c3c([nH]c2c1)C(C1CCCCC1)N(Cc1ncc[nH]1)CC3 (stereo unspecified)	14.8%	-7.1%	-3.5%	i	-5.2%	2.6%	14.2%	-0.3%	5.6%
Cc1c(Cl)cccc1N(CC(=O)NC1CCCCC1)S(C)(=O)=O	3.5%	-4.7%	2.5%	i	-7.7%	-2.4%	1.5%	-0.9%	2.0%
COc1ccc(C(C)=O)cc1CN1CCCCC1	3.3%	-8.1%	-3.0%	i	-4.7%	0.6%	-5.0%	-0.5%	-23.8%
Cc1cccc(C(=O)OCC(=O)Nc2ccc(N3CCCCC3)cc2)c1O	0.4%	-2.4%	4.9%	i	-7.8%	4.4%	-0.6%	-0.1%	3.6%
Cc1ccc(OC2=NS(=O)(=O)c3ccccc32)cc1	6.5%	-2.9%	-16.2%	i	-5.6%	-3.1%	4.6%	0.2%	-1.3%
O=C(NCN1CCN(c2ccccc2F)CC1)c1cccnc1	7.8%	-5.0%	-7.7%	i	9.8%	-0.9%	-2.2%	0.0%	-18.3%
C/C(N)=C(/C#N)C(=O)CSc1nnc(-c2ccc3c(c2)OCO3)o1	18.5%	-5.0%	0.7%	i	1.8%	-4.2%	-2.1%	0.1%	-7.7%
CC(C)c1ccc(-c2noc(C3CCCN(C(=O)c4ccc(F)cc4F)C3)n2)cc1 (stereo unspecified)	3.2%	-0.4%	5.0%	i	11.6%	-2.0%	1.9%	?	5.1%
Cc1ccccc1OCC(O)CN(Cc1ccccc1O)C1CCCCC1 (stereo unspecified)	13.1%	-3.2%	6.0%	i	-0.8%	-2.7%	-4.1%	-1.5%	0.1%
NC1=NS(=O)(=O)NC1c1cccc(F)c1 (stereo unspecified)	2.4%	-2.9%	-2.9%	i	7.6%	-1.5%	2.0%	0.3%	-3.0%
O=C(NCCCn1ccnc1)c1ccc(Cl)c(S(=O)(=O)N2CCOCC2)c1	2.1%	-4.0%	4.9%	i	-6.5%	-1.8%	0.8%	-0.7%	4.9%
CC(C)(C)NC(=O)CC(c1ccccc1)c1ccccc1O (stereo unspecified)	3.3%	-3.1%	-1.6%	i	-15.1%	-1.0%	-2.1%	0.1%	11.4%
CCC(C(=O)NCc1ccc(OC)cc1)n1nc(C)n2c(cc3occc32)c1=O (stereo unspecified)	19.9%	-23.6%	7.9%	i	-8.7%	0.2%	-1.7%	0.1%	6.5%
CCCNC(=O)COc1ccc(S(=O)(=O)Nc2ccc(C)cc2)cc1	-0.6%	-8.9%	-6.9%	i	-3.8%	0.4%	-2.9%	-0.9%	-8.0%
CCCS(=O)(=O)N1CCC(C(=O)NCCCN(CC)c2cccc(C)c2)CC1	-4.1%	-5.2%	-4.4%	i	-2.2%	-2.0%	-2.8%	-0.4%	9.7%
CCCN(CCC)S(=O)(=O)c1ccc(C(=O)NNc2nc(-c3ccccc3)c3cc(Br)ccc3n2)cc1	-0.8%	-2.4%	9.6%	i	-0.8%	-2.7%	-1.1%	-1.2%	-12.7%
Cc1ccc(S(=O)(=O)N2CCN(C(=O)CN3CCOCC3)C2c2ccccc2)cc1 (stereo unspecified)	2.9%	-1.3%	-4.7%	i	-8.3%	2.5%	0.4%	0.6%	-1.4%
CC1(C)CNC(=O)c2sc(NC(=O)c3ccccc3Cl)nc2C1	2.9%	-2.2%	0.7%	i	-2.1%	-0.8%	-4.7%	-0.5%	9.2%
O=C(N/N=C/C=C/c1ccco1)c1cccs1	19.6%	-4.9%	7.5%	i	4.1%	-2.2%	7.1%	1.4%	34.1%
COc1ccccc1N1CCN(C(c2ccc(N(C)C)cc2)c2nnnn2CCc2ccccc2)CC1 (stereo unspecified)	-7.0%	-7.5%	3.2%	i	10.8%	4.0%	7.0%	-0.5%	15.0%
O=S(=O)(Nc1ccc(O)c(Sc2nc3ccccc3s2)c1)c1cccc2ccccc12	0.5%	-5.5%	7.5%	i	26.4%	0.5%	-2.8%	0.2%	-1.9%
CCC(C)C(N)C(=O)NC(CCC(=O)OCc1ccccc1)C(N)=O (stereo unspecified)	0.0%	-4.9%	23.5%	i	4.4%	3.2%	3.1%	0.6%	-5.5%
CNC(=O)CSc1nnnn1-c1cc(C)ccc1C	9.5%	-4.2%	-2.5%	i	1.4%	0.7%	3.3%	0.6%	5.1%
CC(=O)Nc1cnc(NC(=O)c2cccc(F)c2)cc1C	6.4%	-11.0%	2.5%	i	-12.0%	-2.9%	0.4%	-0.1%	0.5%
Fc1cccc(CSc2nc3ccncc3[nH]2)c1	0.8%	-5.3%	8.4%	i	4.0%	-8.0%	2.4%	0.0%	1.0%
O=C(Cn1c2ccc(F)cc2c2nc3n(c(=O)c21)CCS3)Nc1ccccc1C(F)(F)F	3.4%	-7.0%	6.6%	i	2.8%	-0.1%	-4.2%	-0.8%	-17.4%
Cc1cccc(NC2=NC(=S)N(c3ccc(C(=O)O)cc3)C23CCCCC3)c1	4.3%	-4.3%	6.0%	/	4.6%	1.6%	7.4%	/	3.0%
O=C(NCCC(c1ccccc1)c1ccccc1)c1ccc(Br)o1	0.3%	-2.2%	-2.1%	i	3.6%	-2.7%	-1.3%	-0.2%	5.8%
COc1cc(/C=N/NC(=O)c2ccccc2O)ccc1OC(=O)CC1SC(=O)NC1=O (stereo unspecified)	12.2%	/	2.8%	i	-4.4%	/	3.6%	1.5%	/
CCOC(=O)Cn1c(N2CCCCCC2)nc2c1c(=O)[nH]c(=O)n2C	2.8%	-0.5%	11.2%	i	1.6%	-1.4%	2.4%	-0.1%	1.5%
O=C(NCCN1CCOCC1)c1cc(S(=O)(=O)NCCCN2CCCC2=O)ccc1Cl	4.0%	-5.7%	-8.9%	i	-1.4%	-3.2%	2.7%	0.2%	1.2%
CCSC1(SCC)N=C(N)C2(C#N)C(c3ccccc3)NC(C)=C(C)C12C#N (stereo unspecified)	-0.4%	-2.8%	-3.2%	i	8.3%	1.9%	-1.1%	0.1%	4.8%
O=C(c1cccc(S(=O)(=O)N2CCOCC2)c1)N1CCCc2ccccc21	-4.7%	-7.8%	-1.1%	i	-7.0%	-1.3%	3.5%	-0.2%	12.3%
COc1ccc(OC)c(NC(=O)COC(=O)/C=C/c2ccc(Cl)cc2)c1	1.4%	-1.0%	-7.5%	i	8.0%	-1.9%	17.5%	-0.4%	-11.8%
O=C(NC1=NCCS1)c1csc2ccccc12	14.1%	-1.2%	6.8%	i	-4.3%	-1.3%	0.5%	0.3%	-0.6%
Cc1ccc(Nc2nc(=O)[nH]nc2C)cc1	0.2%	-5.1%	-3.9%	i	-5.8%	4.5%	-3.0%	0.2%	-4.3%
O=C(COC(=O)CN1C(=O)C2CCCCC2C1=O)Nc1cc(S(=O)(=O)N2CCOCC2)ccc1Cl (stereo unspecified)	3.4%	2.1%	-7.9%	i	-7.7%	0.2%	4.6%	0.0%	-3.7%
COC(=O)c1[nH]c2ccccc2c1NC(=O)C(C)N1CC(C)OC(C)C1 (stereo unspecified)	4.0%	/	0.8%	i	-8.5%	/	5.3%	0.9%	/
CC(=C/C(=O)O)/C(=C\c1ccc(Br)o1)C(=O)O	-0.3%	/	19.4%	i	-4.4%	/	0.2%	-0.2%	/
CCc1ccc(NC(=O)c2noc3c2CCC3)cc1	13.4%	2.6%	1.2%	i	-6.3%	-2.5%	7.7%	-0.4%	-2.4%
O=C(CN1CCCCC1)Nc1cccc(Br)c1	0.2%	-4.0%	18.8%	i	35.8%	-1.0%	0.8%	0.2%	3.5%

# Part of the list above, with each value named.
> O=C(CN1CCCCC1)Nc1cccc(Br)c1
- M1AAP inhibition: 0.2%
- XIAP displacement: -4.0%
- P. falciparum M17LAP: 18.8%
- Yfh1-depleted yeast: i
- PhoP inhibition: 35.8%
- CSM14.1 death rescue: -1.0%
- Siah-1 displacement: 0.8%
- West Nile antiviral: 0.2%
- PMI inhibition: 3.5%

> COC(=O)c1[nH]c2ccccc2c1NC(=O)C(C)N1CC(C)OC(C)C1 (stereo unspecified)
- M1AAP inhibition: 4.0%
- XIAP displacement: /
- P. falciparum M17LAP: 0.8%
- Yfh1-depleted yeast: i
- PhoP inhibition: -8.5%
- CSM14.1 death rescue: /
- Siah-1 displacement: 5.3%
- West Nile antiviral: 0.9%
- PMI inhibition: /

> COc1ccc(OC)c(NC(=O)COC(=O)/C=C/c2ccc(Cl)cc2)c1
- M1AAP inhibition: 1.4%
- XIAP displacement: -1.0%
- P. falciparum M17LAP: -7.5%
- Yfh1-depleted yeast: i
- PhoP inhibition: 8.0%
- CSM14.1 death rescue: -1.9%
- Siah-1 displacement: 17.5%
- West Nile antiviral: -0.4%
- PMI inhibition: -11.8%

> O=C(NC1=NCCS1)c1csc2ccccc12
- M1AAP inhibition: 14.1%
- XIAP displacement: -1.2%
- P. falciparum M17LAP: 6.8%
- Yfh1-depleted yeast: i
- PhoP inhibition: -4.3%
- CSM14.1 death rescue: -1.3%
- Siah-1 displacement: 0.5%
- West Nile antiviral: 0.3%
- PMI inhibition: -0.6%
